MT1-MMP act inh: blockers of MT1-MMP proenzyme processing, primary screen, HT1080 RFP-PRO-GFP cells, GFP/RFP fluorescence; GFP/RFP ratio fluorescence, overnight; percent of plate control window, DMSO zero; GFP/RFP ratio change, % at 20 µM; 0.061% of 360,000 active; AID 651647, 2012;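 active = GFP/RFP ratio change of at least 30% with cell ATP level not reduced by more than half and red fluorescence within 50% of control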; also: strong numbers were not always called active
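system = RFP-PRO-GFP reporter HT1080 cells | dosing = 20 µM single dose, 1% DMSO | timing = overnight cell settling, then overnight compound exposure, 37 °C, 5% CO2 | read-out basis = GFP/RFP fluorescence ratio | controls = DMSO and RFP-L50D-GFP cell wells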
bovine MsrA act: bovine MsrA enzyme activators, primary screen, biochemical, absorbance, HTS | AID 602163, 2012 | Methionine sulfoxide reductase A (Bos taurus) | activation, % at 10.6 µM | purified bovine MsrA, absorbance read-out | 0.3% of 360,000 active; in the data active = activation above about 7.5%;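 also: 0% = vehicle and 100% = reference activator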
PABP1 MLLE inh: inhibitors of PABP1 MLLE–PAM2 peptide binding, primary screen, biochemical, fluorescence polarization, FITC-PAM2, GST-MLLE; AID 588489, 2011; 0.36% of 360,000 active; inhibition, % at 20 µM; in the data active = inhibition above about 35%, passing the limit was not always enough;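 also: plate controls were DMSO wells with GST-MLLE for no effect and wells lacking GST-MLLE protein for full effect; some results filed as inactive read as strong as hits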
E coli Lon inh: inhibitors of E. coli Lon protease, primary screen, biochemical, fluorescence polarization; 0.42% of 360,000 active; inhibition, % at 7.94 µM; purified E. coli Lon protease; P0A9M0; AID 602123, 2011; in the data active = inhibition above about 13%, passing the limit was not always enough;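 also: 0% = enzyme with probe and DMSO and 100% = no enzyme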
Target sequence (P0A9M0 whole entry, looked up): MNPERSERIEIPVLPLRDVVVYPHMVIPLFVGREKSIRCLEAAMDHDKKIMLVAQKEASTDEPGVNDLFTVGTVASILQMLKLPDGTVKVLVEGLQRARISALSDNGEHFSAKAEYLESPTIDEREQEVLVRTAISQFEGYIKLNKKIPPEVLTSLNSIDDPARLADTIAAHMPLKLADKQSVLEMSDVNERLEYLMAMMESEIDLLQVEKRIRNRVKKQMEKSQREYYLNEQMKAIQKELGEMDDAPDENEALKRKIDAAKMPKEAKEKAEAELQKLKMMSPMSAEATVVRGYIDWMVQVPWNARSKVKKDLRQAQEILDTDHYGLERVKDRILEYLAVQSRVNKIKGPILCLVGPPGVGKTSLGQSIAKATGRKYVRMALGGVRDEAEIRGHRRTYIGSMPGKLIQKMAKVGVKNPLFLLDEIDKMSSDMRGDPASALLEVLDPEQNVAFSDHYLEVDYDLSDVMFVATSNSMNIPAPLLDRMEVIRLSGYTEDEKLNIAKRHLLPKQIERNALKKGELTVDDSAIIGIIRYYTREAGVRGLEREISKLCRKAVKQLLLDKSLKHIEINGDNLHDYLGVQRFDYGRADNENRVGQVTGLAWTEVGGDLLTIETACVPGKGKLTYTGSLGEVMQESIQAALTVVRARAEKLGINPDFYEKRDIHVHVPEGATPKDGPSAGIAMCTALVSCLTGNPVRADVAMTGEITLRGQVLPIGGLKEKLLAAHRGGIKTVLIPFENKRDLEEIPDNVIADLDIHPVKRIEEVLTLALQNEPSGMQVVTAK
MsrA inhibitor: bovine MsrA enzyme inhibitors, primary screen, biochemical, absorbance, HTS. inhibition, % at 15.5 µM. Methionine sulfoxide reductase A (Bos taurus). 0.75% of 360,000 active. purified bovine MsrA, absorbance read-out; in the data active = inhibition above about 4.5%;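 also: 0% = vehicle wells with enzyme and 100% = reference inhibitor wells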
Rpn11 block: Rpn11 (PSMD14) deubiquitinase inhibitors, primary screen, biochemical, fluorescence polarization, uHTS; calls only at 20 µM; 26S proteasome non-ATPase regulatory subunit 14 (Homo sapiens), O00487; human 26S proteasome, Ub4-pepOG fluorescence polarization; 20S core pre-blocked with epoxomicin; 0.59% of 360,000 active;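 active = inhibition at 20 µM, scaled to each plate's controls, above about 33%, limit read from the data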
Target sequence (O00487 whole entry, looked up): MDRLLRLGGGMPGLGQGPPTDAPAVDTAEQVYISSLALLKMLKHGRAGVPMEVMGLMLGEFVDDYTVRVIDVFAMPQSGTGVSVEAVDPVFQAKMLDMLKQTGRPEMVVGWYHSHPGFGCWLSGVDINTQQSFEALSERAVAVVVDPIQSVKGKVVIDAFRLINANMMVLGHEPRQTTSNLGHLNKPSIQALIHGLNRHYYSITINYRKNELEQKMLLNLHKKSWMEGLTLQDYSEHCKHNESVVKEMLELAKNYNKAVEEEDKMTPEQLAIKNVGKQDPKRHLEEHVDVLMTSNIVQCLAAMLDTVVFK
CSN inh: inhibitors of CSN-mediated cullin deneddylation, primary screen, biochemical, fluorescence polarization, uHTS | COP9 signalosome complex subunit 5 (Homo sapiens), Q92905 | Purified CSN, SCF-Nedd8-OG deneddylation | inhibition, % at 12.5 µM | 0.38% of 360,000 active | AID 651999, 2013;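 active = pattern-corrected inhibition above about 35%, with an unprinted fluorescence ratio check between 0.5 and 1.5, limit read from the data, passing the limit was not always enough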;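 also: 0% = enzyme with substrate and 100% = substrate without enzyme; some results filed as inactive read as strong as hits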
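Assay system: HEK293T-derived human Csn5 enzyme; quantity: 0.24 nM enzyme; medium: Tris/NaCl/DTT buffer, pH 7.5; also added: substrate SCFSkp2-Nedd8OG, 10 nM; doses: 12.5 µM compound; schedule: 90 min reaction at room temperature; signal: FP; read-out: % inhibition of substrate cleavage by Csn5; benchmarks: substrate-only high control, full reaction low control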
Rin1 Abl inh: inhibitors of Rin1-Abl protein binding, primary screen, biochemical, TR-FRET | Tyrosine-protein kinase ABL1 (Homo sapiens) + Ras and Rab interactor 1 (Homo sapiens), … | 0.4% of 360,000 active | inhibition, % at 7.35 µM | AID 588664, 2011; in the data active = inhibition above about 5%, passing the limit was not always enough
FAS-TE inh: FAS thioesterase domain inhibitors, primary screen, biochemical, fluorescence intensity, uHTS | Fatty acid synthase (Homo sapiens), P49327 | recombinant FAS-TE, OMFH fluorogenic substrate, fluorescence endpoint | inhibition, % at 15 µM | 0.67% of 360,000 active;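 active = compounds whose normalised, plate-corrected inhibition of enzyme fluorescence in the single-dose primary screen is 50% or more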;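 also: 0% = DMSO with enzyme and 100% = substrate without enzyme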
Active calls of the source: *; i = inactive; x = not tested or not shown; + = active, no number.

SMILES	MT1-MMP act inh	bovine MsrA act	PABP1 MLLE inh	E coli Lon inh	MsrA inhibitor	Rpn11 block	CSN inh	Rin1 Abl inh	FAS-TE inh
O=C(Nc1nnc([C@@H]2C[C@H](O)[C@@H](CO)O2)s1)c1cccc(Cl)c1	2	-5	1	-9	2.1	i	-1	0	-8
CCOc1ccc(-c2c(C(=O)N/N=C/c3ccc(Cl)cc3)nnn2-c2nonc2N)cc1	-1	-4	-5	2	1.6	i	0	2	16
CCn1ncc(CN2CCN(Cc3cccc(OC)c3)C(CCO)C2)c1C (configuration not stated)	1	-1	-4	5	0.5	i	0	1	-21
N#C/C(=C\c1cccc([N+](=O)[O-])c1)c1nnc2n1CCCCC2	-3	1	1	-6	-0.1	i	-7	0	24
NC(=O)c1sc2nc(-c3ccco3)ccc2c1N	-10	-5	-2	0	4.1	i	34	1	-6
CCCCC1(C)OC(=O)C(=Cc2c[nH]c3ccccc23)C(=O)O1 (configuration not stated)	0	1	-16	-17	-0.8	i	10	4	-4
O=C(CSc1nc(=O)n2ccccc2n1)NCc1ccccc1	5	-8	5	-3	1.4	i	-5	2	-2
Cc1ccc(-n2nc3c(c2NC(=O)c2ccc4c(c2)OCO4)CS(=O)C3)c(C)c1 (configuration not stated)	1	-4	9	10	-0.3	i	-5	0	-8
CCOCCSc1nnc2nc(C)cc(C)n12	4	-2	1	-9	-0.5	i	5	2	-6
O=C(CSC1=NS(=O)(=O)c2cc(Cl)ccc2N1)Nc1ccccc1C(F)(F)F	-4	-1	8	-5	-0.6	i	-3	-1	-1
COc1ccc(S(=O)(=O)NCCSC(C)(C)C)cc1	-7	2	-3	-10	1.3	i	2	-1	-4
O=C(CCS(=O)(=O)c1ccccc1)Nc1nc2c(s1)CCCC2	3	-1	4	-6	1.4	i	3	1	-4
COc1ccccc1N(C)S(=O)(=O)c1ccc(C(=O)OC(C)C(=O)NCc2ccc3c(c2)OCO3)cc1 (configuration not stated)	1	-4	-17	4	2.4	i	7	-3	17
CCOC(=O)C1CCCN(C(=O)Cc2ccc(Cl)cc2)C1 (configuration not stated)	0	-3	0	2	-0.3	i	0	-4	4
COc1ccccc1CNC(=O)Nc1nnc([C@H]2C[C@H](O)[C@@H](CO)O2)s1	2	-2	9	-8	1.8	i	-2	0	-8

Three compounds already listed, arranged by SMILES length, lowest first.
SMILES	MT1-MMP act inh	bovine MsrA act	PABP1 MLLE inh	E coli Lon inh	MsrA inhibitor	Rpn11 block	CSN inh	Rin1 Abl inh	FAS-TE inh
COc1ccc(S(=O)(=O)NCCSC(C)(C)C)cc1	-7	2	-3	-10	1.3	i	2	-1	-4
Cc1ccc(-n2nc3c(c2NC(=O)c2ccc4c(c2)OCO4)CS(=O)C3)c(C)c1 (configuration not stated)	1	-4	9	10	-0.3	i	-5	0	-8
CCOc1ccc(-c2c(C(=O)N/N=C/c3ccc(Cl)cc3)nnn2-c2nonc2N)cc1	-1	-4	-5	2	1.6	i	0	2	16

(list continues)
SMILES	MT1-MMP act inh	bovine MsrA act	PABP1 MLLE inh	E coli Lon inh	MsrA inhibitor	Rpn11 block	CSN inh	Rin1 Abl inh	FAS-TE inh
Cc1cccc(NC(=O)C2CCCN(c3nc(C)cc(C)n3)C2)c1 (configuration not stated)	1	-5	-1	0	x	i	0	-2	-2
C=CCOC(=O)C1=C[C@@H](c2cn(C(C)=O)c3ccccc23)C[C@@H](OCc2ccc(CO)cc2)O1	-7	-10	8	1	0.7	i	1	-2	7
CSc1ncccc1C(=O)Nc1cccc(S(=O)(=O)N2CCCCC2)c1	-2	0	-4	0	-0.7	i	1	-2	10
Nc1ncc(-c2ccccc2)c(-c2ccc(OCc3ccccc3)cc2O)n1	-5	-2	-3	-1	1.2	i	-9	-1	30
COc1ccc(-n2ncc3c2CC(C)(C)CC3NC(=O)CCc2c(C)noc2C)cc1 (configuration not stated)	2	-3	-3	-6	-0.7	i	1	2	-4
O=C(/C=C/c1ccccc1Cl)OCC(=O)N1CCCC1	2	-3	-12	4	-0.1	i	1	-2	-3
CCn1cc(C(=O)OCC(=O)Nc2ccc(S(=O)(=O)N3CCCC3)cc2)c(=O)c2ccc(C)nc21	7	-1	-7	4	2.2	i	0	1	-2
COc1cc(/C=N/NC(=O)c2ccc(N(C)S(=O)(=O)c3ccccc3)cc2)cc(OC)c1OC	5	-6	6	5	1.6	i	-11	-1	6
O=C(NCc1cccnc1)c1nnc(Cc2ccc(F)cc2)o1	3	-3	1	2	-1.1	i	1	0	-8
CCCCCCOc1ccc(NC(=O)CC2C(=O)N(CC)C(=S)N2Cc2ccco2)cc1 (configuration not stated)	-13	1	-65	7	0.3	i	-2	4	29
COCCNC(=O)CSc1ccc(-c2nc3ccccc3[nH]2)cn1	8	-4	-2	1	3.0	i	0	-3	-4
O=C(/C=C/c1cccc([N+](=O)[O-])c1)OCC(=O)N1CCN(C(=O)c2ccco2)CC1	-2	-1	-17	4	0.4	i	5	-3	0
Cc1onc(-c2ccccc2Cl)c1C(=O)Nc1nnc(C(C)C)s1	-6	-2	-5	3	-0.6	i	0	-1	-6
CCN(CC(=O)Nc1ccc2c(c1)OCCO2)c1nc(-c2cccnc2)nc2ccccc12	3	-1	-21	-7	1.8	i	3	-6	4
CCN(CC)C(=O)c1sc(NC(=O)c2c(OC)cccc2OC)c(C#N)c1C	-2	-10	11	-10	0.0	i	-1	1	-8
O=C(Oc1ccccc1)N1CCN(c2ccc(F)cc2)CC1	4	-1	3	4	0.7	i	-1	-1	1
O=C(Cc1ccsc1)NNC(=O)c1ccc(F)cc1	0	-6	8	-5	-0.8	i	2	0	-2
O=C(Cn1cnc2c(oc3ccccc32)c1=O)N1CCCc2ccccc21	3	0	4	-3	0.6	i	2	-5	-2
CC[C@@]12C(=O)N(c3cccc(C)c3)C(=O)N1[C@H](c1ccc(OC)cc1)[C@@H]1C(=O)N(C(C)(C)C)C(=O)[C@@H]12	6	-1	1	5	x	i	-5	0	4
COc1ccc(/C=C(\C#N)C(=O)Nc2cccc3ncccc23)cc1OC	-6	0	-23	-5	1.5	i	5	-4	1
CC(C)Cc1nnc(NC(=O)CC(C)c2ccccc2)s1 (configuration not stated)	0	-5	-4	0	0.1	i	4	-1	2
CCC(=O)N(Cc1cc(=O)[nH]c2ccccc12)c1ccccc1	2	-6	-7	-4	0.7	i	0	-5	-1
O=C(NCc1ccon1)C1CCC(=O)N(CCc2ccc(Cl)cc2)C1 (configuration not stated)	3	-13	-1	9	-0.8	i	-3	2	-3
COc1cc2c(cc1OC)CN(C(=O)CCNS(=O)(=O)c1ccc(Br)cc1)CC2	2	3	17	-22	0.1	i	0	-3	-5
Cc1ccc(S(=O)(=O)Nc2cccc3cccnc23)cc1	2	11*	10	2	-0.8	i	5	5	12
Cc1nnc(SC(C)C(=O)Nc2ccc3ccccc3c2)n1C (configuration not stated)	0	-1	0	-5	0.2	i	1	3	-4
COCCNC(=O)C12CC3CC(C1)CC(c1ccccc1)(C3)C2	-3	-11	-13	-10	1.6	i	-3	3	-1
CC(C)(C)c1ccc(C(=O)N2CCNCC2)cc1	-10	-5	9	-10	1.1	i	0	-5	-7
O=C1[C@@H](Oc2ccccc2)[C@@H](c2ccccc2)N1c1cccnc1	0	-5	-4	-14	0.4	i	2	13*	8
O=C1NN(c2cccc(Br)c2)C(=O)/C1=C\c1ccc(N2CCOCC2)cc1	-3	-2	-19	-12	x	i	8	1	-6
O=C(NCCc1nnc2ccc(NCc3cccnc3)nn12)c1ccccc1F	-3	1	11	3	0.6	i	2	-2	-6
CCCC(=O)NC(c1ccccc1)c1c(O)ccc2ccccc12 (configuration not stated)	0	-8	2	1	-0.7	i	-4	1	12
N#CCC(=O)Nc1ccc(C(=O)OCC(=O)c2ccc3c(c2)NC(=O)CO3)cc1	0	-8	-40	-10	1.1	+	16	-1	-1
COc1ccc(CCNS(=O)(=O)c2ccc3c(c2)CCCC3)cc1OC	4	2	6	11	1.0	i	1	1	13
COc1ccc(CNC(=O)CNS(=O)(=O)c2cccc(C#N)c2)cc1OC	-2	-5	10	-1	0.0	i	-2	0	-8
CC(C)(C)n1nnnc1CN1CCN(C2CCCC2)CC1	1	-4	17	-4	-0.1	i	3	2	-10
O=C(C1CCN(S(=O)(=O)N2CCC3(CC2)OCCO3)CC1)N1CCCCC1	3	-2	13	3	-1.2	i	-1	3	-7
COc1ccc(NC(=O)COC(=O)CNC(=O)COc2ccccc2)cc1OC	-2	-9	-5	0	-0.4	i	8	3	-7
O=C(COC(=O)c1ccc(Cl)nc1)NCc1ccc(F)cc1	-7	-3	9	-6	0.0	i	-4	0	0
O=S(=O)(c1ccc(F)cc1)N1CCC(c2nc3ccccc3[nH]2)CC1	-3	0	-6	8	2.0	i	-3	1	0
COc1ccc(-c2cc(=O)oc3cc(OCc4nn[nH]n4)ccc23)cc1	-1	-12	8	2	2.3	i	1	-1	6
Nc1nonc1-n1nnc(C(=O)N/N=C/c2cccnc2)c1CSC1=NCCS1	2	-3	7	6	0.3	i	-1	-1	3
Clc1ccccc1CSc1cc2c(nn1)-c1ccccc1CC2	-12	-2	11	-2	0.6	i	4	0	20
CC(=O)N1CCN(CC(=O)Nc2c(Cl)ccc(C)c2Cl)CC1	1	-7	10	5	-0.5	i	4	-1	-7
CN(c1ccc(F)cc1)S(=O)(=O)c1ccc(Cl)c(C(=O)NCC2(N3CCOCC3)CCCCC2)c1	1	-1	18	-5	-0.9	i	0	1	16
COCCNC(=O)Cn1nc(-c2ccccc2OC)ccc1=O	2	-2	-5	-5	1.3	i	-4	2	-9
COc1ccc(NC(=O)/C(N=Nc2ccc(Cl)c(S(=O)(=O)Nc3ccc(Cl)cc3)c2)=C(\C)O)cc1	-2	-3	2	6	1.0	i	0	4	21
CCC(C)(C(=O)NC1CCCC1)N(C(=O)CNC(C)=O)c1ccccc1 (configuration not stated)	0	-2	10	0	-0.6	i	0	2	-3
COc1cc(NC(=O)CCc2nnc3ccc(N4CCC(C)CC4)nn23)cc(OC)c1	2	-1	-1	-7	0.1	i	-4	1	-1
CC(C)N(Cc1cnn(C)c1)Cc1nc(COc2ccccc2)no1	8	-11	6	2	0.5	i	-1	0	-11
CCN(C(=O)COc1ccccc1)c1nnc(-c2cccnc2)s1	-1	-1	-4	3	-0.9	i	3	-5	3
CCOc1ccc(C(=O)Nc2nccs2)cc1[N+](=O)[O-]	2	-3	-1	2	0.8	i	5	0	-8
NC(=S)N/N=C/c1ccc(-n2nncc2-c2ccc(Cl)cc2)cc1	-4	-6	-27	4	x	i	2	-3	4
COc1cc(C2N(c3ccc(Cl)cc3)C(=O)C3CCCN32)cc(OC)c1OC (configuration not stated)	-2	2	-4	-12	-0.2	i	-2	-2	-1
COc1ccccc1CNC(=O)C1CCN(S(=O)(=O)c2ccc3c(c2)OCCO3)CC1	4	-2	-11	7	0.5	i	-6	-2	1
O=[N+]([O-])c1ccc2nc(-c3ccccc3)[nH]c2c1	-2	-10	2	-1	2.9	i	-1	1	5
